Source: PubChem
TNAP inh noacc: TNAP (human) inhibition, acceptor-free conditions; purified TNAP, CDP-star luminescence, 30 min; inhibition, % at 20 µM; 200,000 tested, 0.26% active;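 active means tissue-nonspecific alkaline phosphatase inhibition above about 50% at 20 µM in the single-dose screen, limit read from the data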;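 further: 0% = DMSO negative control and 100% = EDTA positive control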
PMI activator: activators of human phosphomannose isomerase. purified human PMI, coupled resazurin fluorescence, 20 min; hits give high values; 1 = vehicle control, 0 substrate-free wells. activation factor at 20 µM. 190,000 tested, 0.005% active. P34949;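 active means activation factor of 2 or more at 20 µM, relative to plate controls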
Target sequence (P34949 whole entry, looked up): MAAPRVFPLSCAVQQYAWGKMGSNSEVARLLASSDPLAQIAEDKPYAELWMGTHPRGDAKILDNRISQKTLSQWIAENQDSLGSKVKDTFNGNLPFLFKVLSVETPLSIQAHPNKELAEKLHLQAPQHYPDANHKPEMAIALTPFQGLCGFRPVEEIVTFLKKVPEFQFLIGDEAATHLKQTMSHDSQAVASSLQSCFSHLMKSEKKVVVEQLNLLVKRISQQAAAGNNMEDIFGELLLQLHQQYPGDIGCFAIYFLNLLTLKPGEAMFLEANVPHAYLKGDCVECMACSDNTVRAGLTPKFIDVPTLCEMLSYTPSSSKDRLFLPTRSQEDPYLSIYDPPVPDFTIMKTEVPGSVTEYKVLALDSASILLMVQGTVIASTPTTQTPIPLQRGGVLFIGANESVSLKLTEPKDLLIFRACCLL
PMI act hi M6P: increases human PMI activity with near-saturating mannose 6-phosphate | activation factor at 20 µM | 190,000 tested, 0.34% active | coupled PMI enzyme assay, resazurin fluorescence, 20 min; hits give high values; 1 = untreated enzyme, 0 = substrate-free blank;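 active means activation factor of 2 or more at 20 µM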
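Material: human phosphomannose isomerase with PGI, G6PDH, diaphorase coupling enzymes; amount: PMI at 15 ng/mL final; also added: Mannose-6-phosphate 1.0 mM (near-saturating) plus 0.22 mM NADP+; incubation: enzyme reaction with compound 20 min at room temperature; signal: resorufin fluorescence (Ex 544/Em 590 nm) from resazurin via diaphorase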
NF-kB neuron act: raises NF-kB expression in human neuronal cells; 190,000 tested, 1.6% active; NF-kB reporter expression; hits give high values; fold change at 12.5 µM; in the data active means fold change above about 3.3
FLuc act counter: firefly luciferase counter-screen for stimulation assays; P08659; ATPlite luciferase biochemical, luminescence, 10 min; 0 = ATP-free wells, 1 = DMSO control; activation factor at 10 µM; 200,000 tested, under 10 active; AID 1027;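 active means luciferase activation factor, scaled between plate controls, of at least 2 with compound at 10 µM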
Target sequence (P08659 whole entry, looked up): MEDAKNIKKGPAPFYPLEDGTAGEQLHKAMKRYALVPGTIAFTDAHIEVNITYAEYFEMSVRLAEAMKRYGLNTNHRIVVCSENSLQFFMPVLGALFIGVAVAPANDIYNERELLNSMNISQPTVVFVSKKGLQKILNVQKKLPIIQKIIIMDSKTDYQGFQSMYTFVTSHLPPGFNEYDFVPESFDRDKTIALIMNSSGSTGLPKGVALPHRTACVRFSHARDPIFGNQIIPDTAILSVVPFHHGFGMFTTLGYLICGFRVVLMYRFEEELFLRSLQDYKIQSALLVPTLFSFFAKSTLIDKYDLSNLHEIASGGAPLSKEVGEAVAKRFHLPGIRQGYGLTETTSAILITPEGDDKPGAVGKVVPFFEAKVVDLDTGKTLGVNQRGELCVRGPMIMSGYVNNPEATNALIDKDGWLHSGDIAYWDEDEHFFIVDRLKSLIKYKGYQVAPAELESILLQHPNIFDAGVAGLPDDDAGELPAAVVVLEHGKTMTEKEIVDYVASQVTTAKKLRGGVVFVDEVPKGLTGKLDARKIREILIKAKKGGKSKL
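Material: luciferase plus luciferin reagent, cell-free. Medium: PBS buffer for ATP. Also added: ATP substrate, dispensed from a 10.24 µM working solution in PBS. Doses: test compounds dosed from 2 mM stocks in 100% DMSO. Incubation: 10 min post-reagent at room temperature. Technique: light output (luminescence). Read-out basis: luminescence gain marking luciferase activators.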
TNAP act hi DEA: activators of human TNAP at high phosphate acceptor concentration. P05186. activation factor at 20 µM. AID 1136. 200,000 tested, under 10 active. purified TNAP, CDP-star luminescence, 1 M DEA, 30 min; hits give high values; 0 = EDTA background, 1 = DMSO-only activity;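 active means activation factor at least 2 at 20 µM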
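Dosing: 20 µM single point. System: human TNAP. Amount: TNAP 1/800 final. Incubation: 30 min, room temperature. Read-out: TNAP activation factor scaled between EDTA and DMSO control wells. Signal: luminescence from CDP-star hydrolysis. Medium: 1 M DEA, pH 9.8, Mg2+, Zn2+. Control set: EDTA negative control, DMSO positive control.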
APP 5'UTR act: APP 5'UTR luciferase reporter activation | SH-SY5Y APP 5'UTR luciferase reporter, luminescence; zero percent = DMSO vehicle wells | 190,000 tested, 1% active | activation, % at 2 µM | AID 1276;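 active means activation above a set limit, based on mean plus 3 SD of controls, cut at about 140% in these data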; further: values of inactives mirror those of a sister screen read the other way
FLuc inhib CS: Photinus pyralis luciferase inhibition counter-screen; ATPLite firefly luciferase biochemical luminescence, 10 min; AID 1006; inhibition, % at 10 µM; 200,000 tested, 1.5% active; P08659;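 active means inhibition above about 50% when tested at 10 µM, limit read from the data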
TNAP inh hiacc: inhibitors of human TNAP at high phosphate acceptor concentration; inhibition, % at 20 µM; 200,000 tested, 0.03% active; purified TNAP, CDP-star luminescence, 1 M DEA;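 active means over 50% inhibition of tissue-nonspecific alkaline phosphatase at 20 µM in the single-dose screen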;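 further: plate controls were DMSO wells for no effect and EDTA-quenched wells as full inhibition for full effect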
bIAP activator: increases bovine intestinal alkaline phosphatase activity; purified bovine IAP, CDP-star luminescence, 30 min; hits give high values; fold of DMSO-control signal, blank-subtracted; activation factor at 20 µM; 200,000 tested, 0.17% active;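 active means activation factor of 2 or more at 20 µM, a signal rise over negative controls twice the positive control's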
* = called active by the depositor; · = not tested or not shown.

SMILES	TNAP inh noacc	PMI activator	PMI act hi M6P	NF-kB neuron act	FLuc act counter	TNAP act hi DEA	APP 5'UTR act	FLuc inhib CS	TNAP inh hiacc	bIAP activator
COc1ccc(Cc2nc3ccc(S(N)(=O)=O)cc3[nH]2)cc1OC	18	0.8	0.8	1.2	1	1	8	0	2	1
COC(=O)C/C=C/[C@@H](C)[C@@H](/C=N/OCC[C@@H]1C=C[C@H](OC(C)=O)[C@@H](COC(C)=O)O1)NS(=O)(=O)c1ccc(C)cc1	5	1.1	1.1	1.1	1	1	9	-4	2	1.2
CCOC(=O)c1cnc(SCC(=O)Nc2nnc(CC)s2)nc1N	-14	0.9	1	1.1	1.1	1.1	11	-8	-6	1
CCCn1nc2ccccc2c1P(=N)(N1CCOCC1)N1CCOCC1	-8	1	1	1.1	1	1	-1	-4	0	1
CC(=O)Nc1ccc(S(=O)(=O)NNC(=O)COc2ccc(C(C)(C)C)cc2)cc1	-9	1	1	1.1	1	1	-14	0	-3	0.9
O=C1NC(=S)N(C(=O)c2ccc(F)cc2)/C1=C/c1ccccc1	8	0.8	0.9	1.2	0.9	0.9	-19	6	15	1.2
N#Cc1c(NC(=O)c2cc(C3CC3)on2)sc2c1CCC2	2	1	0.9	1.4	1	1.1	9	-4	-9	0.9
O=C(OCc1nc2ccccc2s1)c1ccc(Br)s1	-10	0.8	0.9	0.97	1	1	11	1	-3	0.9
O=C(CSc1nnc(Cc2ccccc2)o1)NCc1ccc2c(c1)OCO2	-6	0.9	0.9	1.1	1	1	-7	-3	-2	0.9
CCCc1nc2c(o1)CC(CC(C)SCC)CC2=O (stereo not drawn)	-9	1.1	1	1.2	1	1	23	-3	-2	1
CC(=O)Nc1ccc(OCC(=O)NC(C)C(C)C)cc1 (stereo not drawn)	-20	1	1	1.2	1.1	1	22	-5	-3	0.9
COc1ccccc1NC(=O)CCCn1c(=S)[nH]c2ccccc2c1=O	-15	1	0.9	1.1	1	1	10	-4	-5	0.9
CCNc1nc(N)nc(Oc2ccc(C(=O)OC)cc2)n1	-16	1	1	1.8	0.9	1.1	66	12	-7	0.9
CC1CCN(c2ncnc3c2cnn3Cc2ccc(Cl)cc2)CC1	-12	0.9	0.9	0.9	1.1	1.1	-10	-7	-8	1
CCn1c(-c2cc(-c3ccc(C)c(C)c3)nc3ccccc23)n[nH]c1=S	-6	0.9	0.9	1.4	0.5	1	26	53*	-3	0.9
COC(=O)CNC(=O)c1cccs1	0	1	1	1.1	1.1	1	0	-6	0	0.9
CC1Oc2ccccc2OC1(O)c1ccccn1 (stereo not drawn)	-6	0.9	1	1.6	1	1	7	-5	1	1
COc1ccccc1N=c1c2c([N+](=O)[O-])cc([N+](=O)[O-])cc2n(O)n1-c1ccccc1OC	-3	1.1	1	0.94	1	1	6	-2	4	1.1
Cc1cc2n(n1)C(c1cccs1)Nc1ccccc1-2 (stereo not drawn)	-2	1	1	0.93	1.1	1	0	-10	-3	0.8
COc1cc2[nH]cc(C(=O)NCCc3ccccc3)c(=O)c2cc1OC	-6	0.8	0.8	0.54	1	1	9	-1	-1	1
O=C(Cc1ccccc1)Nc1nc(-c2cccc([N+](=O)[O-])c2)cs1	-12	1	1.1	1.2	1.1	1	3	-6	0	0.8
CC[N+](CC)(CC=C(C)C)CC(=O)OC	-1	1	0.9	1	1	1	-14	-2	-3	0.9
CCOC(=O)c1c(NC(=O)C(=O)N/N=C/c2ccc(OCC)cc2)sc2c1CCCCC2	-92	0.9	1	0.96	1.1	1	-4	-6	-2	0.9
CCOCCCNCc1c(Cl)cccc1Cl	-12	1	1	1	1	1	5	0	-1	0.9
CCOc1cc(/C=N/Nc2nc3ccccc3[nH]2)cc(Br)c1OCC(=O)N(C)C	-48	1	1	0.35	1	1	11	3	-4	1.2
Cn1nnc2cc(C(=O)Nc3ccccc3)ccc21	-18	1.1	1	1.8	0.9	1.1	28	13	-9	1
COc1ccc(C)cc1S(=O)(=O)N1CCN(Cc2ccccc2)CC1	-6	0.8	0.9	0.92	1	1	-1	-1	4	1.2
CCOC(=O)C1CN(S(=O)(=O)c2ccccc2)C1	-7	1	1.1	1	1	1	4	-1	-1	1.1
CC1(C(=O)N/N=C/c2ccccc2)CC1(Br)Br (stereo not drawn)	-7	·	·	1.1	0.9	1	-5	6	0	1
CNC(=S)NNC(=O)COc1ccc(C)c(C)c1	-16	0.9	0.9	1.2	1	1	6	-3	-2	1
Cc1ccc(/C=C/C(=O)N2CCN(S(=O)(=O)c3ccc(C)c(C)c3)CC2)o1	-6	0.9	0.9	1.5	1	1	0	2	2	1
CCc1ccc(Nc2nnc(SCC(=O)NC(=O)c3cccn3C)s2)cc1	-2	1.1	1	0.94	0.9	1	-5	5	0	1.1
O=C(Nc1ccc(F)cc1)/C(Cl)=C/c1ccccc1	-5	0.9	0.9	7.3*	0.5	1	188*	48	2	1
CCN1CCN(C(=O)CN(c2cc(OC)ccc2OC)S(C)(=O)=O)CC1	-6	1	1	1.2	1	1	-13	-1	-3	1
COC(=O)c1ccncc1N	-101	1	0.9	1.1	1.1	1	6	-5	-3	1.1
COc1cc(C(=O)NCCc2c[nH]c3ccccc23)ccc1OCc1c(C)noc1C	-9	1	1.1	0.58	1	1	5	-2	-1	1.1
O=C(c1ccccc1)c1ccc(OC(=O)N2CCCC2)cc1	2	0.9	0.7	1.8	0.9	0.9	15	9	6	1.1
CCc1c(C)sc(NC(=O)/C=C/C(=O)O)c1C(N)=O	-10	1.2	1.1	0.9	1	1	0	-4	1	1.1
COc1ccc(S(=O)(=O)Nc2ccc3c(c2)COC3=O)cc1OC	0	0.9	1	1	1.1	1	9	-8	-2	0.9
Cc1cc(O)c(-c2cc(C(=O)NCc3ccc4c(c3)OCO4)[nH]n2)cc1C	-21	1.2	1.1	0.9	1.1	1.1	2	-6	-14	1.6
COc1cccc(/C=C/C(=O)NCc2cn3cc(Cl)ccc3n2)c1	-9	1	1	1.1	1	1	9	-4	0	1
COc1cccc(-n2c(=S)[nH]c3c(oc4ccccc43)c2=O)c1	-9	1	1	0.93	1	1	23	-2	-2	1
Cn1cc(S(=O)(=O)N2CCN(c3ccc(F)cc3)CC2)c(=O)n(C)c1=O	10	1	1	1.1	1.1	1	1	-9	-2	1.1
CCOc1ccc(N/C=C/C(=O)c2ccc(OC)cc2)c([N+](=O)[O-])c1	5	0.9	1	1.4	0.8	0.9	35	24	6	0.9
C=CCNC(=O)/C(=C\c1cccc([N+](=O)[O-])c1)NC(=O)c1ccccc1	-2	1.2	1.1	0.96	1	1	-25	5	3	0.9
COc1ccc(C(=O)C2CCN(C(=S)NCCc3ccccc3)CC2)cc1	-11	1.1	1.1	1.6	1	1	8	-5	-2	0.9
CCOc1cc(C(=O)N/N=C(\C)Cc2ccc(OC)cc2)cc(OCC)c1OCC	-27	1	1.1	0.93	1	1	-87	0	-1	0.9
CN(Cc1ccccc1)CC(O)COc1ccc(CNCc2ccc(Cl)s2)cc1 (stereo not drawn)	-3	0.9	1	0.88	1	1	-13	-2	0	1

15 of the compounds above, in CSV form.
canonical_smiles,TNAP inh noacc,PMI activator,PMI act hi M6P,NF-kB neuron act,FLuc act counter,TNAP act hi DEA,APP 5'UTR act,FLuc inhib CS,TNAP inh hiacc,bIAP activator
N#Cc1c(NC(=O)c2cc(C3CC3)on2)sc2c1CCC2,2,1,0.9,1.4,1,1.1,9,-4,-9,0.9
O=C(OCc1nc2ccccc2s1)c1ccc(Br)s1,-10,0.8,0.9,0.97,1,1,11,1,-3,0.9
O=C(CSc1nnc(Cc2ccccc2)o1)NCc1ccc2c(c1)OCO2,-6,0.9,0.9,1.1,1,1,-7,-3,-2,0.9
CCCc1nc2c(o1)CC(CC(C)SCC)CC2=O (stereo not drawn),-9,1.1,1,1.2,1,1,23,-3,-2,1
CC(=O)Nc1ccc(OCC(=O)NC(C)C(C)C)cc1 (stereo not drawn),-20,1,1,1.2,1.1,1,22,-5,-3,0.9
COc1ccccc1NC(=O)CCCn1c(=S)[nH]c2ccccc2c1=O,-15,1,0.9,1.1,1,1,10,-4,-5,0.9
CCNc1nc(N)nc(Oc2ccc(C(=O)OC)cc2)n1,-16,1,1,1.8,0.9,1.1,66,12,-7,0.9
CC1CCN(c2ncnc3c2cnn3Cc2ccc(Cl)cc2)CC1,-12,0.9,0.9,0.9,1.1,1.1,-10,-7,-8,1
CCn1c(-c2cc(-c3ccc(C)c(C)c3)nc3ccccc23)n[nH]c1=S,-6,0.9,0.9,1.4,0.5,1,26,53*,-3,0.9
COC(=O)CNC(=O)c1cccs1,0,1,1,1.1,1.1,1,0,-6,0,0.9
CC1Oc2ccccc2OC1(O)c1ccccn1 (stereo not drawn),-6,0.9,1,1.6,1,1,7,-5,1,1
COc1ccccc1N=c1c2c([N+](=O)[O-])cc([N+](=O)[O-])cc2n(O)n1-c1ccccc1OC,-3,1.1,1,0.94,1,1,6,-2,4,1.1
Cc1cc2n(n1)C(c1cccs1)Nc1ccccc1-2 (stereo not drawn),-2,1,1,0.93,1.1,1,0,-10,-3,0.8
COc1cc2[nH]cc(C(=O)NCCc3ccccc3)c(=O)c2cc1OC,-6,0.8,0.8,0.54,1,1,9,-1,-1,1
O=C(Cc1ccccc1)Nc1nc(-c2cccc([N+](=O)[O-])c2)cs1,-12,1,1.1,1.2,1.1,1,3,-6,0,0.8

Next section
SMILES	TNAP inh noacc	PMI activator	PMI act hi M6P	NF-kB neuron act	FLuc act counter	TNAP act hi DEA	APP 5'UTR act	FLuc inhib CS	TNAP inh hiacc	bIAP activator
COc1ccc(S(=O)(=O)NCc2ccc(C(=O)N3CCc4ccccc4C3)cc2)cc1	-9	0.8	0.9	0.87	1	1	-8	-4	0	0.9
CC12CCC(=O)N1C(C(=O)OCC(=O)Nc1ccc(S(N)(=O)=O)cc1)CS2 (stereo not drawn)	-8	0.8	0.9	1.5	1	1	9	-1	2	1
CCOC(=O)/C(C#N)=C\C1=C(N2CCOCC2)CC(C)(C)OC1	-2	1.1	1	0.98	1.1	0.9	1	-6	8	0.8
Cc1nc2ccc(S(=O)(=O)NCC(=O)N3CCN(c4ccccc4)CC3)cc2s1	-16	1	1	0.75	1.1	1	2	-6	-4	1
